ABCB6 inh 2: human ABCB6 transporter inhibition. fluorescence ratio to DMSO, % at 10 µM. hit rate 0.19% among 360,000. K562-ABCB6 porphyrin accumulation, flow cytometry, 1 h; stronger effect = lower value. Q9NP58;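 active means fluorescence ratio to DMSO below 75%, the collection mean minus 3 SD; inconclusive means too few cells collected in the well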;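 further: signal is porphyrin accumulated inside mitochondria; 100% equals median channel fluorescence of DMSO control wells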
Target sequence (Q9NP58 whole entry, looked up): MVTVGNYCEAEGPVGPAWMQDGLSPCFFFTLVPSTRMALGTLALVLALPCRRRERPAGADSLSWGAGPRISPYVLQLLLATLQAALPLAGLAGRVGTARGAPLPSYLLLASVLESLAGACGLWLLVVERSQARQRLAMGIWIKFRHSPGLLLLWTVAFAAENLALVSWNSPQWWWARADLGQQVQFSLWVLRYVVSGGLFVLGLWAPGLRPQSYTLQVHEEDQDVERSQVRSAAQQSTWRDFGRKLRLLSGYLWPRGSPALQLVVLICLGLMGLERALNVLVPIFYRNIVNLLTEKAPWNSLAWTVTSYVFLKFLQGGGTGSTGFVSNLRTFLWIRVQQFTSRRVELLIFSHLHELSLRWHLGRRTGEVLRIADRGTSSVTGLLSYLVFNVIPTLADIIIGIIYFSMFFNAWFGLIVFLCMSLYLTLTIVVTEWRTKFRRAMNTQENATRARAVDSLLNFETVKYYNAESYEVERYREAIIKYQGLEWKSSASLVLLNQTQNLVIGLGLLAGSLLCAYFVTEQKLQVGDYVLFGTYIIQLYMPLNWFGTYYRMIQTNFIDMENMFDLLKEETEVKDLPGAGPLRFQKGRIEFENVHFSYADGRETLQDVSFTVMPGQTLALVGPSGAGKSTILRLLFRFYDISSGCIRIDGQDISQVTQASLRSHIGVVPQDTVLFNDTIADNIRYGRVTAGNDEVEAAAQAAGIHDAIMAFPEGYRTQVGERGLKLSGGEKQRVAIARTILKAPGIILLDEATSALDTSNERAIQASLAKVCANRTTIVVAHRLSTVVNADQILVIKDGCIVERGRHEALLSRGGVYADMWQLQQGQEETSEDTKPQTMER
CaV13 FRET inh: Primary screen for inhibitors of IQ motif and Ca2+-dependent inactivation inhibitor domain binding in CACNA1D, Förster resonance energy transfer in living cells, …; HEK cells, CFP/YFP FRET ICDI-IQ, plate reader, 10 min; percent FRET-ratio fall versus neutral wells; inhibition, % at 12.3 µM; hit rate 0.098% among 340,000; AID 743397;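 active means mean replicate inhibition of at least 30% and at least 1% of replicates passing that level; inconclusive means only one of the two criteria is met; inactive means neither criterion is met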;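 further: 0% = median of the neutral control wells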
HTR2A ag: mouse HTR2A agonism via beta-arrestin recruitment; activation, % at 7.6 µM; CHO-K1 mHTR2A beta-arrestin complementation, luminescence; percent of 30 µM serotonin response; hit rate 0.66% among 360,000;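 active means activation above a run cutoff, the mean activation of all tested compounds plus 3 SD, cut at about 14% in these data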;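 further: 0% = plate median of compound wells and 100% = 30 µM serotonin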
H9c2 protect: modulators protecting cardiomyocytes from myocardial damage; H9c2 cardiomyocytes, H2O2 injury protection, ATPLite, 2 h; protection from H2O2 cell death, % at 20 µM; hit rate 0.63% among 360,000; AID 588492;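 active means compounds giving at least 50% protection of heart cells from peroxide-induced death in the single-dose screen, raw or plate-pattern-corrected value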;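 further: 0% = DMSO wells with peroxide and 100% = DMSO wells without peroxide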
MC4R antag cAMP: blocks human MC4R cAMP signaling. inhibition, % at 6.5 µM. P32245. MC4R-expressing cells, MTII-stimulated cAMP, LANCE TR-FRET. hit rate 0.48% among 360,000. AID 540295;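 active means inhibition above its plate's cutoff, the mean of tested wells on that plate plus 3 SD, cut at about 29% in these data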;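 further: 0% = Melanotan II alone and 100% = Melanotan II plus saturating MCL0020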
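Test system: U2OS cells stably expressing human melanocortin 4 receptor (MC4R); also added: Melanotan II challenge; compound: 6.5 µM single dose; timing: 30-min compound preincubation, 1-h Melanotan II challenge, 1-h detection, room temperature; signal: Eu-cAMP/anti-cAMP TR-FRET, emission 671 nm; repeats: one well per compound, no replicates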
Granule exo inh: lytic granule exocytosis inhibition; TALL-104 LAMP-1 surface exposure, flow cytometry; cells stimulated with thapsigargin and PMA; inhibition, % at 10 µM; hit rate 0.66% among 360,000; AID 651702;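 active means inhibition above about 55%, limit read from the data; inconclusive means no clear call, values can overlap the other calls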
N-glyco inh: N-linked glycosylation inhibition; AID 588692; D54 ERlucT glycosylation luciferase reporter, 24 h; percent of 100 nM tunicamycin response; hit rate 0.23% among 360,000; reporter increase, % at 12.5 µM;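 active means mean luciferase reporter signal, scaled so untreated is 0 and the glycosylation-blocking control 100, at or above a set limit in every replicate; inconclusive means mean reaches the limit but not every replicate does; inactive means mean below the limit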;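 further: luciferase carries N-glycosylation sites so blocking glycosylation raises the light; 0% = median of neutral control wells and 100% = median of 100 nM tunicamycin wells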
PDI inh: inhibitors of human protein disulfide isomerase | P07237 | inhibition, % at 10 µM | hit rate 0.052% among 350,000 | PDI insulin aggregation turbidity, A650, 90 min;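 active means mean inhibition across replicates of 30% or more, whatever share of single replicates reach that level; inconclusive means mean inhibition below 30% while every single replicate reaches 30%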;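 further: absorbance from insulin aggregation driven by PDI reduction with DTT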
ABHD5-PLIN5 inh: ABHD5-PLIN5 protein interaction inhibition; Split G. princeps luciferase complementation, luminescence, 4 h; hit rate 0.78% among 360,000; AID 602281; inhibition, % at 4 µM;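 active means inhibition above the mean inhibition across every tested compound plus 3 SD, cut at about 22% in these data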;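 further: 0% = DMSO only wells and the 100% control is not disclosed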
MC4R ag barr: agonists of human melanocortin 4 receptor (MC4R) beta-arrestin. P32245. U2OS MC4R beta-arrestin complementation, luminescence; percent of melanotan II response, DMSO zero. activation, % at 8.9 µM. hit rate 0.98% among 360,000. AID 540308;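 active means activation above a per-plate cutoff, the mean activation of sample wells on that plate plus 3 SD, cut at about 8% in these data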
* = called active by the depositor; ? = inconclusive; nt = not tested or not shown.

SMILES | ABCB6 inh 2 | CaV13 FRET inh | HTR2A ag | H9c2 protect | MC4R antag cAMP | Granule exo inh | N-glyco inh | PDI inh | ABHD5-PLIN5 inh | MC4R ag barr
O=C(Cn1[nH]c(=O)c2ccccc2c1=O)OCC(=O)N1CCc2ccccc2C1 | 96 | -5 | 6 | 90* | 8 | 5 | 1 | 15 | 2 | -1.2
C[C@H]1CN([C@@H](C)CO)C(=O)c2cc(C3=CCCC3)cnc2O[C@@H]1CN(C)C(=O)c1ccncc1 | 90 | -6 | -2 | 4 | 0 | 5 | 3 | 19 | 1 | -0.8
Cc1cc(C)cc(Oc2coc3c(CN(C)C)c(O)ccc3c2=O)c1 | 106 | -21 | -4 | -5 | -3 | -2 | 2 | 4 | -4 | -2.8
COc1cc(NC(=O)COC(=O)CNC(=O)c2cc(C)cc(C)c2)c(C)cc1[N+](=O)[O-] | 94 | -5 | -3 | 2 | 28 | -5 | -1 | -9 | 2 | -3.0
NC(=O)C1(Nc2ccc(Br)cc2)CCCC1 | 98 | -5 | 6 | -5 | -3 | 0 | 0 | -4 | -2 | -2.2
COc1cccc(CSc2nc3ccncc3[nH]2)c1 | 96 | -2 | -2 | -19 | 15 | 7 | -4 | 3 | 2 | -3.2
C=CCNC(=O)/C(=C/c1ccc(Br)cc1)NC(=O)c1ccccc1OC | 97 | -5 | 3 | 1 | 6 | 20 | 1 | 7 | -5 | -1.6
O=C(Nc1nc2ccc(F)cc2s1)c1ccc([N+](=O)[O-])o1 | 100 | -10 | 5 | -24 | 3 | -4 | ? | -4 | 4 | -1.0
CSc1ccc(NC(=O)NCCCN2CCN(c3ccccc3F)CC2)cc1 | 91 | nt | 7 | -13 | -1 | 2 | -2 | -4 | 6 | -1.5
S=C(Nc1ccc(Cl)cc1)NC1CC2CCCC(C1)N2C1CC1 (configuration not stated) | 97 | -7 | -3 | -3 | 11 | 26 | -5 | -6 | 1 | -0.1
COc1ccc(C2/C(=C(/O)c3ccc(F)cc3)C(=O)C(=O)N2c2ccccn2)cc1OC (configuration not stated) | 100 | -21 | -3 | 18 | 5 | -7 | 2 | 2 | -1 | -2.2
COc1ccc(-c2[nH]ncc2CN2CCCO2)cc1F | 101 | -8 | -4 | 0 | -3 | -3 | 2 | 1 | 11 | -1.0
COc1ccc(NC(=O)CN(C)C(=O)c2ccc3c(c2)OCCO3)cc1 | 96 | -7 | 1 | 4 | -1 | -9 | 2 | 13 | 7 | -4.1
COc1ccc(CN(C)C(=O)/C=C/[C@H]2O[C@@H](n3cnc4c(N)ncnc43)[C@H](O)[C@@H]2O)cc1OC | 101 | -6 | -2 | -2 | nt | -2 | 3 | nt | -8 | nt
O=S(=O)(Nc1ccccc1)c1ccc(S(=O)(=O)N2CCCC2)cc1 | 95 | -5 | -2 | -2 | 7 | 6 | -2 | 1 | -2 | -0.1
O=C(NC1CCSc2ccccc21)c1cccc(S(=O)(=O)N2CCOCC2)c1 (configuration not stated) | 89 | -16 | 5 | -4 | 0 | -1 | -2 | 1 | -7 | -2.3
Cc1ccc(S(=O)(=O)NNC(=O)Nc2cccc(C)c2C)c(C)c1 | 93 | nt | -2 | -1 | 5 | 0 | 0 | 6 | -3 | -2.6
CCOc1ccccc1CNn1cnnc1SCC(=O)NC(C)(C)C | 98 | -5 | 3 | -3 | 3 | -1 | 1 | -1 | -1 | -2.1
CN1C(C)(C)CCCC1(C)C | 98 | -5 | -2 | -3 | 9 | -2 | 1 | -3 | 15 | -1.0
O=C1c2ccc3c4c(ccc(c24)C(=O)N1CCCCO)C(=O)N(CCCCO)C3=O | 107 | -19 | -1 | -13 | -25 | 7 | -17 | -13 | -6 | -4.7
O=C(NC(=S)NCc1ccc(Cl)cc1Cl)c1ccco1 | 98 | -5 | 5 | -10 | -7 | -5 | 0 | -9 | -6 | 0.3
Cc1cc(C(=O)CN2C(=O)C(=O)N(C3CCCC3)C2=O)c(C)n1-c1ccc(F)cc1 | 103 | 8 | 0 | 1 | -4 | -2 | -1 | 4 | -7 | -1.7
CC(C(=O)N1c2ccccc2CCc2ccccc21)n1nnc(-c2ccc(N(C)C)cc2)n1 (configuration not stated) | 75 | nt | -3 | -4 | 13 | 2 | -4 | 5 | -7 | -0.8
CC(C)(O)C#Cc1ccc(CNC[C@H]2O[C@@H](n3cnc(C(N)=O)n3)[C@H](O)[C@@H]2O)s1 | 100 | -6 | 11 | -1 | 3 | 1 | 2 | 4 | -14 | 2.1
Cc1cc(C(=O)CSc2nnnn2C)c(C)n1CCc1ccc(Cl)cc1 | 101 | -5 | -2 | -5 | 6 | -1 | 1 | 0 | 3 | 0.8
CC1SC(c2ccccc2)N(CC(O)c2ccc([N+](=O)[O-])cc2)C1=O (configuration not stated) | 103 | 6 | 4 | 11 | 5 | -11 | -3 | 6 | -3 | -0.6
O=C(CN1C(=O)NC2(CCCCCCC2)C1=O)Nc1ccc(Br)cc1Br | 99 | -4 | -4 | -9 | 18 | 8 | 15 | -1 | -5 | 1.1
CCOc1cc(CNC)ccc1OCC(=O)NC(C)(C)C | 101 | 5 | 1 | 4 | -3 | -11 | -1 | 12 | 2 | 0.6
Cc1cc(C(=O)O)ccc1N=Cc1c(O)ccc2ccccc12 | 97 | -16 | 1 | 7 | 3 | 27 | 0 | 11 | 6 | -1.0
CCn1cc(/C=N\NC(=O)COc2cccc(C)c2C)c(C)n1 | 92 | -4 | -3 | 3 | 4 | -3 | 1 | 2 | -5 | -1.2
Cc1nn(Cc2ccccc2)c(N)c1C#N | 97 | -5 | 0 | 31 | -2 | -1 | 1 | 6 | -2 | 0.4
O=C(NNc1ccc([N+](=O)[O-])cc1)C12CC3CC(CC(C3)C1)C2 | 98 | -5 | 2 | 7 | 10 | -2 | 4 | -2 | -6 | -0.3
CCOC(=O)[C@@H]1[C@H]2COc3ccc(Br)cc3[C@@H]2N2C(=O)N(c3ccc(C(F)(F)F)cc3)C(=O)[C@]12C | 99 | -4 | 1 | -8 | 1 | -6 | -6 | 2 | -7 | -1.4
O=C(NC1CC1)C1=C[C@@H](c2c[nH]c3ccccc23)C[C@@H](OCCCCO)O1 | 97 | -9 | -4 | 5 | 2 | 5 | 8 | -3 | 9 | -1.3
Clc1ccc2c(c1)C(c1cccs1)=NNC(c1cccnc1)=N2 | 93 | nt | 7 | 10 | 5 | 1 | 1 | 1 | 3 | -2.5
CCn1c(SCC(=O)Nc2ccc(Cl)cc2)nc2nc3c(cc2c1=O)CCCC3 | 100 | -11 | 2 | 9 | 12 | 2 | -5 | -1 | 11 | -0.1
CC1CCCN(C(=S)Nc2ccc(Nc3ccccc3)cc2)C1 (configuration not stated) | 100 | -4 | -8 | -15 | -3 | 1 | -1 | 1 | -11 | -0.6
Cc1cc(Cn2nnc(-c3ccc(Br)cc3)n2)cc(C)c1O | 102 | -6 | -7 | -16 | -7 | -6 | 0 | -4 | -3 | 0.4
O=C(COn1nnc2ccc(C(F)(F)F)cc21)Nc1nnc(-c2ccccc2)o1 | 98 | -1 | 2 | 11 | 12 | -2 | 0 | -8 | 0 | -0.1
COc1ccc(/C=C(\NC(=O)c2ccccc2)C(=O)N/N=C/c2ccncc2)cc1 | 99 | -8 | 3 | 4 | 16 | 6 | 0 | 2 | 1 | -0.1
CCCCNC(=S)N1CCN(C(c2ccccc2)c2ccccc2)CC1 | 97 | -7 | 5 | -12 | 6 | 4 | -4 | 1 | 2 | -1.5
CC1CCCC(NC(=O)Cn2c(Cl)nc3c2c(=O)n(C)c(=O)n3C)C1C (configuration not stated) | 97 | -5 | 1 | -4 | 9 | -1 | 2 | 0 | -2 | -1.2
CCOc1ccc(CCNC(=O)c2ccc(C)c(NC3=NC4CS(=O)(=O)CC4S3)c2)cc1 (configuration not stated) | 96 | -7 | -3 | 5 | 7 | -2 | 0 | -3 | 0 | -0.6
Oc1ccc(N2CCN(Cc3c(-c4ccccc4)nc4ccccn34)CC2)cc1 | 99 | -4 | -5 | -10 | 11 | 2 | 1 | 15 | 19 | -0.4
CCC(C)C1=CC(=Nc2c(C)n(C)n(-c3ccccc3)c2=O)C=C(C(C)CC)C1=O (configuration not stated) | 96 | -6 | -1 | -4 | 6 | -1 | 3 | 2 | 3 | -0.6
Cn1nnc(NC(=O)COc2ccc(C3CCCCC3)cc2)n1 | 92 | -5 | 1 | -19 | 4 | -1 | 2 | -3 | -4 | -1.5
OC(c1ccccc1)c1nc2ccccc2s1 (configuration not stated) | 97 | 1 | 7 | -5 | 3 | 1 | -1 | 7 | 2 | -0.9
CN(CC(=O)O/N=C(\N)c1ccccn1)S(=O)(=O)c1cc(Cl)ccc1Cl | 100 | -11 | -2 | 8 | -17 | -2 | 1 | -2 | -3 | 0.8
O=C(Nc1ccc(N2CCN(C(=O)c3ccco3)CC2)c(Cl)c1)c1cccnc1 | 94 | -2 | 1 | 5 | 26 | -2 | -6 | -2 | -3 | -0.7
CCOC(=O)c1c(C)[nH]c(C)c1C(=O)CSc1nnc(-c2ccncc2)n1Cc1ccccc1 | 103 | nt | 2 | 4 | -4 | 0 | 4 | -7 | 4 | -1.6
CS(=O)(=O)Nc1ccccc1C(=O)NCc1ccco1 | 104 | nt | 0 | 4 | 1 | 8 | 0 | -2 | 8 | -1.7
O=C(NC1CC1)C1=C[C@H](c2ccc(Br)cc2)C[C@H](OCc2ccc(CO)cc2)O1 | 96 | -6 | -2 | 0 | 7 | 1 | 1 | -5 | -1 | -1.2
COC(=O)CCc1c(C)[nH]c(C(=O)OCc2ccccc2)c1C | 111 | nt | 5 | -10 | 5 | 3 | -1 | -3 | -1 | 2.8
O=C(CCCN1C(=O)c2ccccc2C1=O)Nc1cccnc1 | 88 | nt | 1 | 0 | 2 | -2 | 0 | 17 | 2 | -1.1
COc1ccc(-n2c(C)c3c(C)nnc(C)c3c2C)cc1OC | 80 | -11 | 6 | 2 | 1 | 20 | 9 | -3 | 8 | -0.1
O=C(CCl)N1c2ccccc2Sc2c1ccc1ccccc21 | 98 | -12 | -2 | -3 | 13 | -1 | 21 | 1 | 13 | -1.7
CCOc1ccccc1C(=O)OCC(=O)Nc1nnc(-c2ccccc2)o1 | 95 | -2 | -1 | 11 | -1 | 1 | 1 | 1 | -11 | -4.1
CCOc1ccc(NC(=NCc2ccc3c(c2)OCO3)SC2CC(=O)N(c3ccc(OCC)cc3)C2=O)cc1 (configuration not stated) | 97 | -6 | 2 | -6 | 3 | 0 | 2 | 2 | 0 | 2.7
O=C(CSc1ccc(F)cc1)Nc1ccccc1N1CCOCC1 | 91 | -7 | 0 | -5 | 8 | -8 | -1 | 0 | -4 | -0.6
